# TNAP inh hi DEA = blocks human TNAP under high phosphate acceptor concentration | P05186 | purified TNAP, CDP-star luminescence, 1 M DEA | inhibition, % at 20 µM | 0.03% of 200,000 active | AID 1135;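 active = over 50% inhibition of tissue-nonspecific alkaline phosphatase at 20 µM in the single-dose screen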;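 also: plate controls were DMSO wells for no effect and EDTA-quenched wells as full inhibition for full effect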
# Target sequence (P05186 whole entry, looked up): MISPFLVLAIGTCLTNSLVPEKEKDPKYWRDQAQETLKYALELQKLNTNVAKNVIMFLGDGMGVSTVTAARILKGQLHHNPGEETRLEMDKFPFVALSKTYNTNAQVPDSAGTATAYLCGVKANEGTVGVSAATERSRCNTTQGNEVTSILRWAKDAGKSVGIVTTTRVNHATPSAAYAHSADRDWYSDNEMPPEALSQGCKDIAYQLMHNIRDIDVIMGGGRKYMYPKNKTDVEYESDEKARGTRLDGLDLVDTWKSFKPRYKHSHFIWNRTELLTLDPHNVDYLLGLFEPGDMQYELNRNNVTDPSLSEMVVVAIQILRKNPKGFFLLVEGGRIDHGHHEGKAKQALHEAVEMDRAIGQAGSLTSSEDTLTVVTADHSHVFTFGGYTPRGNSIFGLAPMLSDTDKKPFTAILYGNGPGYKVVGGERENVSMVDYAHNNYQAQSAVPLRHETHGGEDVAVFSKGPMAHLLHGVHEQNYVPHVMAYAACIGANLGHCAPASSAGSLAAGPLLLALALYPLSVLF
# FLuc inhib CS = counter-screen for luciferase assay inhibitors: firefly luciferase inhibition | P08659 | ATPLite firefly luciferase biochemical luminescence, 10 min | inhibition, % at 10 µM | 1.5% of 200,000 active | AID 1006;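 active = inhibition above about 50% when tested at 10 µM, limit read from the data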
# Target sequence (P08659 whole entry, looked up): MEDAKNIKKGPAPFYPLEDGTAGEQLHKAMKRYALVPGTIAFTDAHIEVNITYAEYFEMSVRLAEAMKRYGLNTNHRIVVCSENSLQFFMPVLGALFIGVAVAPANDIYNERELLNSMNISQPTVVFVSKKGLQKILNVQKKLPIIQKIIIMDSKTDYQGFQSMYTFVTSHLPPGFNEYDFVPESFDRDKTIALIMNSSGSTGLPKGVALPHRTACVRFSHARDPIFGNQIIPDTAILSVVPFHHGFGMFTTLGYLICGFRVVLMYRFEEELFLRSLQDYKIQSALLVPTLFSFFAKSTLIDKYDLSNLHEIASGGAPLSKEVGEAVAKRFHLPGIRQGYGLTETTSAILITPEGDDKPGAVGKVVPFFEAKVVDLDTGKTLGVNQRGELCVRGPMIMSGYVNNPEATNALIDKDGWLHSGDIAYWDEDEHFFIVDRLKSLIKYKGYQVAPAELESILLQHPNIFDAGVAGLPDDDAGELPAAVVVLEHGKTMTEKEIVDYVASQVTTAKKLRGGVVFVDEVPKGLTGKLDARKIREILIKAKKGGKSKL
# FLuc act counter = affects firefly luciferase, flagging false hits in luciferase stimulation screens; P08659; ATPlite luciferase biochemical, luminescence, 10 min; 0 = ATP-free wells, 1 = DMSO control; activation factor at 10 µM; 200,000 tested, under 10 active;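 active = luciferase activation factor, scaled between plate controls, of at least 2 with compound at 10 µM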
#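 test system = cell-free luciferase reagent | medium = PBS as buffer for the ATP substrate | dosing = test compounds dosed from 2 mM stocks in 100% DMSO | incubation = 10 min at ambient temperature | detection = luminescence measurement of luciferase light output | benchmarks = low control with PBS replacing ATP, high control enzyme plus ATP without compound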
# Lmaj promast = inhibitors of Leishmania major promastigote growth; Leishmania major promastigotes, resazurin fluorescence viability; inhibition, % at 10 µM; 9% of 200,000 active; AID 1063; in the data active = inhibition above about 50%;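 also: promastigotes grown with compound for 44 hours at 28 °C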
# APP 5UTR inh = APP translation inhibition; SH-SY5Y APP 5'UTR-luciferase reporter, luminescence; inhibition, % at 2 µM; 0.82% of 190,000 active; AID 1285;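 active = inhibition above a set limit, derived from the sample mean plus 3 SD, cut at about 45% in these data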; also: values of inactives mirror those of a sister screen read the other way
# TNAP inh noacc = TNAP (human) inhibition, acceptor-free conditions; inhibition, % at 20 µM; purified TNAP, CDP-star luminescence, 30 min; P05186; 0.26% of 200,000 active;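 active = tissue-nonspecific alkaline phosphatase inhibition above about 50% at 20 µM in the single-dose screen, limit read from the data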;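 also: 0% = DMSO negative control and 100% = EDTA positive control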
# bIAP inhibitor = blocks bovine intestinal alkaline phosphatase activity; purified bovine IAP, CDP-star luminescence, 30 min; inhibition, % at 20 µM; 190,000 tested, under 10 active;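 active = over 50% inhibition of intestinal alkaline phosphatase at 20 µM in the single-dose screen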
#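 System: Purified bovine intestinal alkaline phosphatase (IAP) enzyme | Input: IAP diluted 1/65,000,000 in the well | Also added: CDP-star chemiluminescent phosphatase substrate, 30 µM final | Dosing: 20 µM single dose | Times: Enzyme reaction for 30 min at room temperature | Detection: Luminescence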
# bIAP activator = intestinal alkaline phosphatase (bovine) activation; purified bovine IAP, CDP-star luminescence, 30 min; stronger effect = higher value; fold of DMSO-control signal, blank-subtracted; AID 1016; activation factor at 20 µM; 0.17% of 200,000 active;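 active = activation factor of 2 or more at 20 µM, a signal rise over negative controls twice the positive control's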
# RAM network inh = blocks the yeast RAM network | S. cerevisiae dse1pr::URA3 reporter, 5-FOA growth OD615, 2 d; analog-sensitive cbk1-as2 kinase mutant strain | inhibition, % at 50 µM | 1.8% of 190,000 active | AID 868;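 active = inhibition above a set limit, 3 SD over mean compound inhibition, cut at about 8.4% in these data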;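 also: 0% = DMSO-only wells with no growth and 100% = 10 µM 1-NA-PP1 full growth; inhibition rescues growth on 5-FOA so higher OD means more RAM inhibition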
# TNAP act hiacc = activators of human TNAP at high phosphate acceptor concentration; purified TNAP, CDP-star luminescence, 1 M DEA, 30 min; stronger effect = higher value; 0 = EDTA background, 1 = DMSO-only activity; activation factor at 20 µM; 200,000 tested, under 10 active; AID 1136;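 active = activation factor at least 2 at 20 µM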
#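 Test system – human TNAP · Doses – 20 µM single point · Incubation – 30 min, room temperature · Signal – luminescent substrate turnover signal · Read-out basis – activation factor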
# Numbers without * were called inactive; . = no result given.
# Sample of the layout (9 entries):
SMILES,TNAP inh hi DEA,FLuc inhib CS,FLuc act counter,Lmaj promast,APP 5UTR inh,TNAP inh noacc,bIAP inhibitor,bIAP activator,RAM network inh,TNAP act hiacc
O=C(CSc1nc(O)cc(=O)n1-c1ccccc1)c1ccc(Br)cc1,-4,-3,1,-1,3,-52,-15,1.2,-0.1,1
OCCNCc1cccc(OCc2ccccc2Cl)c1,-4,-7,1.1,89*,-23,-8,-4,1,1.1,1
COc1cc(SC)ccc1C(=O)OC(C)C(=O)NC1CCCC1 (stereo not given),-2,2,1,-5,-1,-9,-19,1.2,-1.0,1
COc1ccc(NC(=O)c2sccc2SCC#N)cc1,-2,17,0.8,-2,-1,-13,16,0.8,0.1,1
CCOC(=O)C1CCCN(CCC(=O)Nc2cccc(C)c2)C1 (stereo not given),1,-2,1,17,-6,-4,-13,1.1,1.0,1
O=C(NCc1ccco1)c1cc2nc(-c3cccs3)cc(C(F)(F)F)n2n1,-3,-7,1.1,2,0,-4,2,1,2.6,1
Cc1ccc(N(CN2CCCC2=O)C(=O)c2ccc(C)c(C)c2)cc1,-1,-7,1.1,3,-7,-10,5,0.9,0.9,1
CC(C)(C)c1ccc(Oc2cccc(C3CC(=O)C(C4NCCc5ccccc54)C(=O)C3n3cncn3)c2)cc1 (stereo not given),0,0,1,-8,3,-3,-3,1,1.4,1
CCn1c2ccc(C)cc2c2nc3cc(C(=O)O)ccc3nc21,5,3,1,13,-5,4,7,0.9,6.0,0.9

# The listing, previewed entries included:
SMILES,TNAP inh hi DEA,FLuc inhib CS,FLuc act counter,Lmaj promast,APP 5UTR inh,TNAP inh noacc,bIAP inhibitor,bIAP activator,RAM network inh,TNAP act hiacc
O=C(CSc1nc(O)cc(=O)n1-c1ccccc1)c1ccc(Br)cc1,-4,-3,1,-1,3,-52,-15,1.2,-0.1,1
OCCNCc1cccc(OCc2ccccc2Cl)c1,-4,-7,1.1,89*,-23,-8,-4,1,1.1,1
COc1cc(SC)ccc1C(=O)OC(C)C(=O)NC1CCCC1 (stereo not given),-2,2,1,-5,-1,-9,-19,1.2,-1.0,1
COc1ccc(NC(=O)c2sccc2SCC#N)cc1,-2,17,0.8,-2,-1,-13,16,0.8,0.1,1
CCOC(=O)C1CCCN(CCC(=O)Nc2cccc(C)c2)C1 (stereo not given),1,-2,1,17,-6,-4,-13,1.1,1.0,1
O=C(NCc1ccco1)c1cc2nc(-c3cccs3)cc(C(F)(F)F)n2n1,-3,-7,1.1,2,0,-4,2,1,2.6,1
Cc1ccc(N(CN2CCCC2=O)C(=O)c2ccc(C)c(C)c2)cc1,-1,-7,1.1,3,-7,-10,5,0.9,0.9,1
CC(C)(C)c1ccc(Oc2cccc(C3CC(=O)C(C4NCCc5ccccc54)C(=O)C3n3cncn3)c2)cc1 (stereo not given),0,0,1,-8,3,-3,-3,1,1.4,1
CCn1c2ccc(C)cc2c2nc3cc(C(=O)O)ccc3nc21,5,3,1,13,-5,4,7,0.9,6.0,0.9
CC(C)CSC1=NSC2=NC(=O)/C(=C\c3ccccc3)C(=N)N12,-1,0,1,1,-29,-4,13,0.9,6.3,1
CC(Sc1nnc(COc2ccc([N+](=O)[O-])cc2)n1-c1ccccc1)C(=O)O (stereo not given),1,-1,1,0,-1,-2,-10,1.1,-1.2,1
Cc1ccc2nc(NCc3ccccc3)c(C=O)c(=O)n2c1,-2,1,1,-16,-15,-8,-6,1.1,3.5,1
S=C1NC(c2cccs2)=CC(c2ccc(Br)cc2)N1 (stereo not given),1,1,1,1,-12,3,-43,1.4,0.9,1
CC12COC3(C(=O)Nc4nccs4)CC1CCC32C (stereo not given),-3,-8,1.1,-4,0,0,4,1,-0.9,1
O=C(Nc1ccccc1)N1CCN(c2ncccn2)CC1,-3,-4,1,-8,6,-6,9,0.9,0.5,1
CN(CC(=O)NC1CCCCC1)S(=O)(=O)c1ccc(Br)s1,-3,-1,1,-5,3,-9,-13,1.1,1.0,1
CCOc1cc(C#N)c(NC(=O)c2cccnc2)cc1OCC,-1,-2,1,2,89*,-7,-5,1,1.9,1
CCC(CC)C(=O)Nc1ccc(S(=O)(=O)Nc2nccs2)cc1,-5,-3,1,7,9,-6,-9,1.1,1.6,1
O=C(OC(C(=O)NC1CCCC1)c1ccncc1)C1=Cc2ccccc2OC1 (stereo not given),-2,-2,1,0,-5,-8,7,0.9,-1.1,1
COC(=O)c1cn(-c2ccc(F)cc2)c(=O)c2ccccc12,-8,-8,1.1,44,-22,-6,6,0.9,4.7,1.1
N#Cc1c(NC(=O)CSCC(=O)O)sc2c1CCCC2,-1,1,1,-5,-11,-12,14,0.9,3.0,1
CCCn1c(C)cc(C(=O)COc2ccc(S(=O)(=O)N(CC)CC)cc2[N+](=O)[O-])c1C,-5,-4,1,84*,8,3,-36,1.4,8.4*,1.1
N=C1C(c2ccccc2)=C(O)CN1CCO,-7,-2,1,-8,-5,-13,1,1,0.6,1.1
Cc1ccc(-n2c(SCC(=O)NCC3CCCO3)nnc2-c2ccoc2C)cc1 (stereo not given),-9,-6,1.1,17,-4,-18,-3,1,0.8,1.1
Cc1cccc(NC(=O)C2CC(=O)OC23CCCCC3)c1 (stereo not given),-1,-4,1,3,-6,-14,18,0.8,-0.5,1
O=C(CCN1CCC(c2ccccc2)C1)c1ccccc1 (stereo not given),-2,-1,1,48,-21,0,3,1,1.1,1
COc1ccc(C(=O)CN(C(=O)c2ccc(Cl)cc2)N2C(=O)c3ccccc3C2=O)cc1,-4,-8,1.1,-5,-4,-11,9,0.9,4.3,1
CN1CCN(CCCNC(=O)Nc2cccc3ccccc23)CC1,-1,2,1,3,-3,-4,-2,1,1.4,1
CCOC(=O)c1c(C)[nH]c(C(=O)OC/C(O)=C(\C#N)c2nc3ccccc3[nH]2)c1C,0,-6,1.1,-7,8,0,-15,1.1,0.9,1
N#Cc1ccc(Oc2ccc(-c3nc4ccccc4nc3-c3ccccc3)cc2)cc1C#N,-3,-20,1.2,93*,9,6,9,0.9,4.6,1
O=C(CSc1oc(-c2ccco2)nc1S(=O)(=O)c1ccc(F)cc1)NCC1CCCO1 (stereo not given),0,1,1,0,8,-9,-9,1.1,0.7,1
CC(=O)c1c(C)nc2ccc(Br)cc2c1-c1ccccc1,-1,-4,1,-4,-1,-5,1,1,-1.4,1
CCOc1ccc2nc3c(cc2c1)CN(CCOC)C(=NC)S3,1,1,1,-6,-8,1,.,0.3,-1.0,1
COC(=O)CSc1snnc1-c1ccc(F)cc1,-2,-2,1,-8,1,-3,11,0.9,-0.1,1
COc1ccc(Cl)c(Cn2c(NCc3ccccn3)nc3c2c(=O)n(C)c(=O)n3C)c1,1,-5,1.1,4,-30,-6,-5,1.1,2.3,1
O=C(Nc1cccnc1Cl)c1ccc(Cl)c([N+](=O)[O-])c1,-3,1,1,-5,14,-6,8,0.9,0.8,1
O=C1CC(=O)N(Cc2ccco2)C(=S)N1,-8,-3,1,-8,8,-21,-9,1.1,-1.2,1.1
CC1CCN(C(=O)c2ccc3c(Cl)c4c(nc3c2)CCCC4)CC1,-4,-4,1,16,-7,-4,-8,1.1,-0.6,1
O=c1nc2sc3ccccc3n2c(=O)n1-c1cccc(Cl)c1,-10,-3,1,7,-107,2,11,0.9,3.3,1.1
COc1ccc(/C=N/Nc2nccnc2Cl)c(OC)c1,-4,52*,0.5,-3,-26,-20,-31,1.3,0.7,1
CCSc1ccccc1C(=O)N1CCN(c2ccc([N+](=O)[O-])cc2)CC1,6,1,1,4,-16,7,10,0.9,5.0,0.9
COC(=O)C1CSC(C(=O)OC)N1C(=O)CN1CC(C)OC(C)C1 (stereo not given),-3,-10,1.1,-3,-1,-8,8,0.9,0.2,1
CCCC(=O)Nc1ccc2c(c1)c1ccccc1n2CC,-1,-2,1,1,5,-10,-28,1.3,1.2,1
Cc1cc(C(=O)COC(=O)C2=COCCO2)c(C)n1-c1ccc2c(c1)OCO2,0,5,1,-6,-36,-2,-7,1.1,2.2,1
CCO/C(C)=C1\C(=O)N(CC)c2ccccc21,-3,-4,1,-5,-2,-4,6,0.9,-0.8,1
COCCCn1c(-c2ccc(Cl)cc2)n[nH]c1=S,0,2,1,-3,-10,30,-16,1.2,-0.7,1
CC1=Nc2ccccc2/C1=C/c1sc(=N)n(-c2nccs2)c1O,17,-8,1.1,100*,8,23,26,0.7,4.2,0.8
CCCN1CCN(CCCNC(=S)Nc2ccc(F)cc2)CC1,-2,0,1,3,18,-9,-4,1,0.5,1
O=S(=O)(Nc1cccc(S(=O)(=O)N2CCCCCC2)c1)c1ccccc1,-2,2,1,-4,9,-5,-8,1.1,4.7,1
Cc1ccc(/C=N/n2c(-c3ccco3)n[nH]c2=S)s1,-3,3,1,-8,0,39,-15,1.2,4.6,1
CC(C)COC(=O)NCC12C=CC(O1)C1C(=O)N(c3ccc(Cl)cc3)C(=O)C12 (stereo not given),-5,-9,1.1,-9,18,-12,10,0.9,-0.1,1.1
CCOc1ccccc1NC(=O)c1nc(-c2ccccc2)oc1C,0,-6,1.1,11,-18,-6,8,0.9,4.5,1
O=C(NCc1ccc(F)cc1)c1cnc2n(c1=O)CCS2,-2,-4,1,-10,-9,-11,8,0.9,2.4,1
O=C(Nc1ccc(Cl)cc1)N1CCCC1,-5,-3,1,96*,-1,-2,7,0.9,2.1,1
O=C(NNc1ccc([N+](=O)[O-])cc1[N+](=O)[O-])C1C2CCCCC21 (stereo not given),31,-2,1,-6,-17,23,-13,1.1,1.6,0.7
CCN(CCNC(=O)C1CCN(S(=O)(=O)CC)CC1)c1ccccc1,-3,-8,1.1,0,4,-10,0,1,1.3,1
CC(C)CCNC(=O)C(c1ccco1)N(CC1CCCO1)C(=O)Cn1nnc2ccccc21 (stereo not given),-2,-11,1.1,-4,0,-9,14,0.9,2.3,1
Nc1c(C(=O)Nn2cnnc2)cc([N+](=O)[O-])cc1[N+](=O)[O-],5,-10,1.1,-10,2,4,23,0.8,0.8,0.9
COc1ccc(NC(=O)Nc2ccccc2C(N)=O)cc1OC,1,15,0.9,3,-3,-4,-3,1,0.7,1
COCCn1c(-c2ccc(OC)c(OC)c2)nc2ccccc21,-1,-1,1,11,-5,-10,0,1,2.7,1
# New compounds follow.
SMILES,TNAP inh hi DEA,FLuc inhib CS,FLuc act counter,Lmaj promast,APP 5UTR inh,TNAP inh noacc,bIAP inhibitor,bIAP activator,RAM network inh,TNAP act hiacc
Cc1cc(-c2nnc(SCC(=O)c3ccc(Cl)cc3)o2)no1,3,-3,1,7,14,-15,-19,1.2,2.1,1
Cc1cccc(NC(=O)CN2C(=S)NC(C)(C)CC2C)c1 (stereo not given),0,-6,1.1,54*,0,0,1,1,0.1,1
COc1ccc(N/N=C(/N=Nc2nc(C)cc(=O)[nH]2)c2ccccc2)cc1,29,73*,0.3,100*,-38,31,15,0.9,2.1,0.7
Cc1nc(C)c(C(=O)NNS(=O)(=O)c2ccc3ccccc3c2)s1,-2,-6,1.1,-4,-12,-6,23,0.8,6.9,1
O=C(NCc1cn2ccsc2n1)c1cccs1,-3,-2,1,-3,-5,-15,7,0.9,-0.1,1
